DUSP3 inh: blocks human VHR1 dual specificity phosphatase | P51452 | recombinant VHR phosphatase, pNPP absorbance | inhibition, % at 13.3 µM | 0.52% of 290,000 active | AID 1654; in the data active means inhibition above about 50%; further: some compounds called inactive have numbers as strong as hits
Target sequence (P51452 whole entry, looked up): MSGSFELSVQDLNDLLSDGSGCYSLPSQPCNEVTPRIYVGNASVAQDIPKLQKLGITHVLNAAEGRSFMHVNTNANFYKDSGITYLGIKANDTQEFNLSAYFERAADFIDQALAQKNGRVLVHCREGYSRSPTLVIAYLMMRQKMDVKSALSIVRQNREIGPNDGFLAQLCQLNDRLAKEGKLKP
Vc quorum ag: induces V. cholerae light production without autoinducers | 0.16% of 350,000 active | activation, % at 18.7 µM | V. cholerae BH1578 lux reporter, luminescence, 6 h; in the data active means activation mostly above about 9.7%, no sharp cut-off; further: not every result past the cut was called active; inactives centre near 0; reference of the scale not given here
PrPC TRFRET: cell surface PrPC inhibition, primary TR-FRET screen | P04156 | TR-FRET read-out | inhibition, % at 13.8 µM | 0.43% of 370,000 active; in the data active means inhibition above about 24%; further: 0% = median of the test wells and 100% = reference compound wells
Rv3671c inh: inhibits the M. tuberculosis serine protease Rv3671c | inhibition, % at 5.96 µM | P9WHR9 | 0.048% of 320,000 active | AID 2606; in the data active means inhibition above about 38%;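 further: extracellular domain of Rv3671c used as enzyme; 0% = enzyme with DMSO and 100% = no enzyme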
Target sequence (P9WHR9 whole entry, looked up, the tested form may be a part): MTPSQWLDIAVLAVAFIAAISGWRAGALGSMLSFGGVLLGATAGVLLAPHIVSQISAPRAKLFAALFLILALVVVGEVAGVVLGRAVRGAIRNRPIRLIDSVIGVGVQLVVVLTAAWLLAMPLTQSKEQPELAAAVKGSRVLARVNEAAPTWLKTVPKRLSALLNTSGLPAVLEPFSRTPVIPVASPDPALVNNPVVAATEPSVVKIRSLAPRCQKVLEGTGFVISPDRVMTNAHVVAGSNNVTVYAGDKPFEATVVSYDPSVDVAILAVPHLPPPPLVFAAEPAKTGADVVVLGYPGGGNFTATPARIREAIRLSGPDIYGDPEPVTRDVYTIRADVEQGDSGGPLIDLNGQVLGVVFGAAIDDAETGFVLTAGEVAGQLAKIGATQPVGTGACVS
CCHFV vOTU inh: blocks the CCHF virus ovarian tumor domain protease; CCHFV vOTU protease, Pep-AMC fluorescence; 0.55% of 370,000 active; inhibition, % at 11.5 µM; in the data active means inhibition above about 30%; further: 0% = vehicle wells with enzyme and 100% = no enzyme wells
SARS 3CLpro inh: SARS-CoV 3CLpro protease inhibition; P0C6X7; recombinant SARS-CoV 3CLpro, quenched FRET peptide cleavage; inhibition, % at 6 µM; 0.14% of 290,000 active; AID 1706; in the data active means inhibition above about 12%
PriA SSB inh: inhibitors of Klebsiella pneumoniae PriA binding to SSB C-terminal tail. AlphaScreen SSBct-PriA binding, biotinylated peptide. inhibition, % at 33 µM. 0.6% of 430,000 active. AID 1272365; in the data active means inhibition mostly above about 37%, no sharp cut-off; inactive means mostly below about 20%;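 further: plate controls were negative control peptide for no effect and reference peptide for full effect; strong numbers were not always called active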
TcdB GH inh: blocks C. difficile toxin B glycohydrolase activity | P18177 | TcdB glycohydrolase enzymatic assay, plate reader | inhibition, % at 9.99 µM | 0.24% of 350,000 active | AID 652162; in the data active means inhibition above about 10%
Yp Topo-I inh: Y. pestis Topo-I inhibition via cleavage products; Y. pestis Topo-I cleavage product accumulation, plate reader; activity, % at 10 µM; 0.064% of 360,000 active; AID 504884; in the data active means activity above about 50%, passing the limit was not always enough; further: inactives centre near 2
MazEF act: activators of E. coli MazEF toxin-antitoxin RNase. P0AE70. 0.32% of 350,000 active. AID 504720. FAM/BHQ RNA-DNA oligo cleavage fluorescence, 5 h. activation, % at 20 µM; in the data active means activation above about 50%
Target sequence (P0AE70 whole entry, looked up): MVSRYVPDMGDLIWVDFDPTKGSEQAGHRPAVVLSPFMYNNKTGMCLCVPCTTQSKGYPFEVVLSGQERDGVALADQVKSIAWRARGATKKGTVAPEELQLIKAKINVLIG
Numbers without * were called inactive; i = inactive; . = no result given; & = joins results of further samples. This is a subset, so the mix of outcomes need not match the whole.

structure	DUSP3 inh	Vc quorum ag	PrPC TRFRET	Rv3671c inh	CCHFV vOTU inh	SARS 3CLpro inh	PriA SSB inh	TcdB GH inh	Yp Topo-I inh	MazEF act
COc1ccc(CCNC(=O)C2(C)CCC(=O)N2CCC(C)C)cc1OC (configuration not stated)	46	-0.2	4	1	5	-5	-4	-0.1	-5	5
Cn1c(=O)c2c(nc(NCC(O)CO)n2CCc2ccccc2)n(C)c1=O (configuration not stated)	22	i	0	-3	3	3	1	.	-3	12
NS(=O)(=O)c1ccc(NC(=O)COc2ncnc3sccc23)cc1	10	-0.6	-2	-7	-8	1	-7	1.6	-1	5
CC(C(=O)Nc1ccccc1-c1ccccc1)N1CCOCC1 (configuration not stated)	4	-4.0	-4	-6	30*	1	12	0.3	2	-2
COc1ccc(CCNC(=O)CSc2n[nH]c(C)c2[N+](=O)[O-])cc1OC	-10	2.6	-14	1	5	0	-3	1.8	3	-2
Cc1cccc(NC(=S)NCCN(C2CCCCC2)C2CCCC2)c1	33	i	4	3	16	1	-1	0.7	7	3
CCCC(=O)Nc1cccc(NC(=S)NC(=O)C(C)Oc2ccc(Cl)cc2Cl)c1 (configuration not stated)	-27	-2.0	-1	-121	-1	1	2	0.5	17	7
CCC(=O)NCCc1nc2ccccc2n1CC	15	-1.3	-4	6	1	2	7	0.9	10	2
O=C(CSc1nc(=O)n(CCCN2CCOCC2)c2c1CCC2)Nc1cccc(F)c1	.	-12	1	4	-3	.	-2	0.7	-2	-3
O=C(CN1CCN(Cc2ccccc2)C1=O)NCc1cccs1	11	.	6	4	7	-5	-5	-1.2	8	6
CC(NC(=O)CCN1C(=O)c2ccccc2C1=O)c1ccccc1 (configuration not stated)	12	-0.8	-1	4	-16	3	-9	-0.1	1	9
COc1ccc(S(=O)(=O)N2CCOCC2)cc1NC(=O)CCCSc1ccccc1	.	i	9	.	2	.	.	0.7	-3	0
CCOc1ccc(C(=O)N2CCN(c3cccc(Cl)c3)CC2)cc1	24	-0.3	3	-3	3	-1	-4	0.9	41	-4
COc1cc(/C=N/NC(=S)N/N=C/c2cc(OC)c(OC)c(OC)c2)cc(OC)c1OC	0	-0.4	-6	4	-8	2	.	0.4	-12	-2
CCOc1ccc(N2CC(C(=O)Nc3cccnc3)CC2=O)cc1 (configuration not stated)	13	-1.1	0	12	-5	-3	-24	-0.1	-7	8
Cc1cc(C)cc(N(C(=O)c2csnn2)C(C(=O)NC2CCCCC2)c2cccnc2)c1 (configuration not stated)	53*	-0.3	-1	-22	3	1	-2	1.3	0	0
CC(=O)c1cn(CC(=O)NCC2CCCO2)c2ccccc12 (configuration not stated)	-8	i	-1	-2	5	-1	-7	.	-2	2
COc1cccc(Cn2cnc3c(NS(=O)(=O)c4cccc(Cl)c4Cl)c(C)c(C)cc32)c1	24	-4.3	4	-5	8	-1	17	.	2	1
CCOc1cccc(C(=O)Nc2ccc3[nH]ncc3c2)c1	-6	0.4	-3	1	1	4	1	-1.1	4	7
COc1cc2ccccc2cc1C(=O)NNC(=O)c1ccccc1O	-3	-0.4	-5	10	11	3	.	-0.8	8	.
C=CCSc1nc(-c2ccccc2)c2cc(Cl)ccc2n1	-14	4.5	-4	1	4	4	-14	.	0	-4
COc1ccccc1CNC(=O)c1ccccc1C(=O)NC(CC(C)C)C(=O)NCc1ccccc1OC (configuration not stated)	-14	0.7	2	-1	8	-5	2	0.2	7	9
CCN1CCN(Cc2nnnn2C(C)(C)C)CC1	-11	.	1	7	1	0	-10	.	.	1
O=c1cc(CN2CCOCC2)c2cc(Cl)c(O)cc2o1	7	-0.3	-6	-6	-379	-4	-9	1.1	-1	4
OCCCNc1nc(-c2ccccc2)c2cc(Cl)ccc2n1	.	0.5	-3	1	-16	.	-41	0.2	-8	-20

Sorted by length of the SMILES (smallest number first): part of the list above.
structure	DUSP3 inh	Vc quorum ag	PrPC TRFRET	Rv3671c inh	CCHFV vOTU inh	SARS 3CLpro inh	PriA SSB inh	TcdB GH inh	Yp Topo-I inh	MazEF act
OCCCNc1nc(-c2ccccc2)c2cc(Cl)ccc2n1	.	0.5	-3	1	-16	.	-41	0.2	-8	-20
O=C(CN1CCN(Cc2ccccc2)C1=O)NCc1cccs1	11	.	6	4	7	-5	-5	-1.2	8	6
NS(=O)(=O)c1ccc(NC(=O)COc2ncnc3sccc23)cc1	10	-0.6	-2	-7	-8	1	-7	1.6	-1	5
COc1ccc(CCNC(=O)CSc2n[nH]c(C)c2[N+](=O)[O-])cc1OC	-10	2.6	-14	1	5	0	-3	1.8	3	-2
CCCC(=O)Nc1cccc(NC(=S)NC(=O)C(C)Oc2ccc(Cl)cc2Cl)c1 (configuration not stated)	-27	-2.0	-1	-121	-1	1	2	0.5	17	7

Further results:
structure	DUSP3 inh	Vc quorum ag	PrPC TRFRET	Rv3671c inh	CCHFV vOTU inh	SARS 3CLpro inh	PriA SSB inh	TcdB GH inh	Yp Topo-I inh	MazEF act
COc1ccc(CCNC(=O)c2cnc(C)cn2)cc1	5	0.1	2	-2	-12	-14	-15	0.6	-4	4
CCN1CCN(Cc2ccc(NC(=O)c3cc(NC(=O)c4nccnc4N)cc(OC)c3)cc2C(F)(F)F)CC1	7	i	-14	-10	-2	.	6	0.9	-24	4
CCOC(=O)N1CCN(C(=O)CCc2ccc(S(=O)(=O)NCCc3ccccc3)cc2)CC1	14	-0.4	-7	2	1	1	-3	0.6	30	-1
COc1cccc(N2CCN(C(=O)c3cc4cc(Cl)ccc4[nH]3)CC2)c1	15	i	-3	.	3	1	9	0.1	23	-5
C=CCN(c1ccccc1)S(=O)(=O)c1ccc(Cl)c(C(=O)OCC(=O)NCCCN2CCCC2=O)c1	14	2.1	2	15	10	2	-4	0.1	15	-1
O=C(/C=C/c1cccc(Br)c1)NCc1ccncc1	12	1.8	-2	-2	5	-3	1	-0.1	2	-6
Cc1cnc(C)c(N(C)NC(=S)Nc2ccccc2)n1	-8	-0.2	-4	-5	-19	3	-1	-1.7	-7	-8
O=c1c2ccccc2[nH]c(=S)n1C1CCCCC1	-1	-0.7	0	-9	8	1	-13	.	10	9
COC(CNC(=O)c1ccc(CS(=O)(=O)c2ccc(Br)cc2)o1)OC	31	0.6	8	-18	-1	-12	-4	0.3	1	6
Cc1ccc(C(=O)N/C(=C/c2ccco2)C(=O)NCCc2c[nH]c3ccccc23)cc1	-5	-0.4	0	9	-4	3	26	-0.1	7	6
CCCNC(=O)Cn1c(=O)oc2cc(S(=O)(=O)N3CCCC3)ccc21	17	-0.2	-11	-8	6	0	-21	0.8	-4	6
Cc1[nH]nc(-c2ccc(OCc3cnn(-c4ccccc4)c3)cc2O)c1Oc1ccccc1F	10	i	3	11	4	4	-7&-5	.	-1	6
S=C(Nc1ccccc1)N1CCn2cccc2C1c1cccnc1 (configuration not stated)	25	-0.7	-9	3	-6	2	12	1.1	-8	-6
O=C(CCc1c[nH]c2ccccc12)NCCc1ccc(O)cc1	34	i	6	-1	-8	-5	0	-0.4	-14	0
CSCCC(NC(=O)c1ccco1)C(=O)NC1CCCCCC1 (configuration not stated)	.	i	5	6	-3	.	-4	-0.7	4	-2
O=C(CN1CCN(c2ncc(C(F)(F)F)cc2Cl)CC1)NC(=O)NCc1ccccc1	36	-5.0	5	5	6	-4	3	.	0	-9
CN(CC(=O)Nc1ccccc1Cl)C(=O)COC(=O)c1nc(Cl)ccc1Cl	.	-1.9	2	2	10	.	-7	2.5	9	0
COc1ccccc1N1CC(C(=O)Nc2nnc(SCC(=O)N3CCCC3)s2)CC1=O (configuration not stated)	-3	-1.6	-4	-6	-21	-4	-12	-1.1	-5	3
Cn1cc(Cl)c(C(=O)Nc2nccs2)n1	65	-0.2	-8	-4	-19	-2	-5	2.1	5	5
C/C(=C\C1CCCCC1)C(NC(=O)c1ccc(C(F)(F)F)cc1)c1ccc(-c2ccccc2)cc1 (configuration not stated)	.	0.1	4	-1	11	.	-13	-4.8	4	3
COc1ccccc1CNC(=O)COC(=O)CCN1C(=O)C2CC=CCC2C1=O (configuration not stated)	.	-0.3	7	.	5	.	.	0.8	6	-1
CCOc1ccc(N(CCC#N)S(=O)(=O)c2ccc(OC)cc2)cc1	20	-2.5	2	6	-9	0	-11	.	9	-5
CN(C)CCCN(C(=O)c1nc2ccccc2s1)c1nc2ccc(F)cc2s1	.	-0.4	-9	-2	3	.	-1	1.2	0	4
Nn1c(SCC(=O)Nc2ccc3c(c2)CCC3)nnc1C1CC1	.	-1.7	2	-3	-4	.	-8	5.3	-1	-4
O=S(=O)(NCCC1=CCCCC1)c1ccc(Br)cc1	7	i	2	2	18	3	-28	0.8	37	1
CCOC(=O)C1CCCN(C(=O)c2ccc3[nH]c4c(c3c2)CC(C)CC4)C1 (configuration not stated)	.	-1.2	6	-3	22	.	-1	-0.4	22	4
O=C(c1ccc(-n2cncn2)c([N+](=O)[O-])c1)N1CCN(S(=O)(=O)c2ccc(F)c(F)c2)CC1	.	4.2	-13	-3	-10	.	-9	0.7	-10	-2
O=C(c1cccnc1)N1CCCc2ccccc21	13	-0.7	1	1	-18	-2	-2	0.1	2	-3
CCn1nc(C(=O)Nc2cc(Cl)ccc2-n2cncn2)c2ccccc2c1=O	.	i	1	3	6	.	4	3.2	7	-38
O=C(Nc1ccc2c(c1)OCO2)C1CC1	.	-0.3	6	6	4	.	19	-0.6	-8	1
OC(c1ccc(F)cc1)c1nc(-c2cnc3ccccc3c2)cs1 (configuration not stated)	.	-0.3	0	.	7	.	.	1.0	10	.
Cc1cc(NCC(c2ccccc2)c2ccccc2)n2ncnc2n1	12	4.1	5	3	10	-1	4	-0.1	23	5
CCCCN(N=Nc1nonc1OC)c1nonc1OC	19	-5.9	1	-1	-7	-1	-27	.	-8	-3
CC(=O)N1C(=O)/C(=C2\SC(=S)N(c3c(C)n(C)n(-c4ccccc4)c3=O)C2=O)c2ccccc21	21	-0.6	2	-4	8	1	-8	.	-4	17
COC(=O)c1cc(-c2ccc(OC)cc2)on1	-5	i	-1	-2	-14	0	-1	1.9	-3	2
COc1ccc(CCNC(=O)/C=C\c2ccccc2)cc1OC	32	-1.0	-5	-7	-13	-5	-6	0.5	3	5
CCOc1ccccc1N(C(=O)CNS(=O)(=O)c1ccccc1)C(CC)C(=O)NCc1ccco1 (configuration not stated)	-4	i	-1	-6	-11	-1	1	1.5	4	-8
O=C(CN1C(=O)NC2(CCCC2)C1=O)OCCOc1ccc(Br)cc1	.	-1.4	6	-2	-1	.	-8	1.3	9	2
Cc1c(OCC(=O)N2C[C@H]3C[C@@H](C2)c2cccc(=O)n2C3)ccc2c3c(c(=O)oc12)CCC3	-3	-0.1	7	1	-4	5	2	1.8	1	-3
Cc1ccc(NC(=O)NNC(=O)COc2ccc([N+](=O)[O-])cc2)cc1C	19	i	-11	-124	6	2	40*	0.3	-12	-15
CC(=O)c1cccc(N(C(=O)c2cnccn2)C(C(=O)NCc2ccccc2)c2ccco2)c1 (configuration not stated)	11	i	-8	-2	-25	1	-9	.	-4	-8
COc1ccc(C(=O)Nc2nc3cc(OC)c(OC)cc3c(=O)[nH]2)cc1	4	-5.9	0	-17	-4	0	-11	.	-4	34
O=C(OCc1ccc(Cl)cc1)c1cnccn1	16	-2.0	8	0	2	3	-9	.	0	3
CCc1c(O)nc(SCC(=O)Nc2ccc3c(c2)CCC3)[nH]c1=O	21	-0.4	2	-5	11	-5	-17	.	7	0
c1ccc(Oc2cccc(CN3CCOCC3)c2)cc1	3	-2.2	1	2	-7	-4	-24	.	-6	-13

Another view of two compounds above.
Values in the order: DUSP3 inh | Vc quorum ag | PrPC TRFRET | Rv3671c inh | CCHFV vOTU inh | SARS 3CLpro inh | PriA SSB inh | TcdB GH inh | Yp Topo-I inh | MazEF act
CCc1c(O)nc(SCC(=O)Nc2ccc3c(c2)CCC3)[nH]c1=O
→ 21 | -0.4 | 2 | -5 | 11 | -5 | -17 | . | 7 | 0
COc1ccc(CCNC(=O)/C=C\c2ccccc2)cc1OC
→ 32 | -1.0 | -5 | -7 | -13 | -5 | -6 | 0.5 | 3 | 5
